# Bioassay records from PubChem BioAssay.
# HUVEC prolif 384: inhibitors of HUVEC proliferation, primary screen, cell-based, 384-well; CellTiter-Glo luminescence, 72 h; active compounds read low; viability, % at 10 µM (by protocol); 86,000 compounds, 1.1% hits; AID 648, 2007;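 active means viability at or below 30%; inactive means viability above 30%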;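 further: 100% = median luminescence of DMSO-only cell control wells on each plate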
# ERb SRC1 inh: inhibitors of ERβ-SRC1 coactivator interaction, primary screen, biochemical, TR-FRET, ERβ LBD, SRC-1 peptide. 86,000 compounds, 1.3% hits. Estrogen receptor beta (Homo sapiens), Q92731. TR-FRET ER-beta LBD / SRC1-Cy5 peptide binding; receptor agonist-loaded with 1 µM estradiol. inhibition, % at 25.6 µM. AID 633, 2007;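 active means compounds whose percent inhibition of the receptor-coactivator binding signal exceeds about 50% in the single-dose screen, limit read from the data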;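 further: 0% = receptor plus peptide wells without compound and 100% = peptide-only wells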
# Target sequence (Q92731 whole entry, looked up, the tested form may be a part): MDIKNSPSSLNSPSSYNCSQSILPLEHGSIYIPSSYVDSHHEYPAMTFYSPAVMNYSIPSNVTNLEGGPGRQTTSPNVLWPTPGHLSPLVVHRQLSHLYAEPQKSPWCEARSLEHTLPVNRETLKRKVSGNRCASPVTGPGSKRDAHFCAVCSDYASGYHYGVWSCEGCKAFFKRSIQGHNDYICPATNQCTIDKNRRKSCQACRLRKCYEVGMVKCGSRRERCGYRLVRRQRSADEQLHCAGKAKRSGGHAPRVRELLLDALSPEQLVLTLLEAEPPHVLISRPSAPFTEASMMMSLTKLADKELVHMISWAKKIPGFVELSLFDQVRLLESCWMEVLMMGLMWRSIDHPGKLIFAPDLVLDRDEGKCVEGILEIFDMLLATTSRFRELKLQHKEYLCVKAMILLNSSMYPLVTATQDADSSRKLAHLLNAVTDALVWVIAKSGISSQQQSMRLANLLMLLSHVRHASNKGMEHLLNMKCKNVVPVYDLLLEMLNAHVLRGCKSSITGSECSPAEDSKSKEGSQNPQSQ
# ERa coact inh: ERα–SRC-1 coactivator interaction inhibitors, primary screen, biochemical, TR-FRET, ERα LBD, estradiol-bound. Estrogen receptor (Homo sapiens), P03372. TR-FRET ER-alpha LBD / SRC-1 peptide. inhibition, % at 25.6 µM. 86,000 compounds, 1.7% hits. AID 629, 2007; in the data active means inhibition above about 50%;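 further: 0% = receptor plus peptide control and 100% = peptide only without receptor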
# Fibroblast inh: antiproliferative effect on LL 47 fibroblasts – human, LL 47 cells, CellTiter-Glo luminescence, primary screen; LL 47 human lung fibroblast viability, ATP luminescence; active compounds read low; viability, % at 10 µM; AID 719, 2007; 85,000 compounds, 1.1% hits;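 active means viability at or below 50% in the single dose screen; inactive means viability above 50%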;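 further: compound exposure lasted 72 h before the ATP readout; 100% = median luminescence of untreated cell-only wells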
#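 Material: human LL 47 lung fibroblast cells; quantity: 1,150 cells/well; medium: IMEM plus 15% FBS; doses: 0.1% DMSO in all compound wells; timing: overnight attachment after seeding, then 72 h compound exposure at 37 °C; detection: CellTiter-Glo luminescence; measure: % viability of median cell-only signal; controls: cell-only wells, no compound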
# H69AR inhibit: proliferation blockers of H69AR lung cancer cells, primary screen, cell-based, human, 86K library. H69AR lung tumor viability, ATP luminescence, 72 h; active compounds read low. viability, % at 10 µM. 85,000 compounds, 6% hits. AID 598, 2007;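 active means viability at or below 40%; inactive means viability above 40%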;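 further: multidrug resistant small cell line overexpressing MRP-1 efflux transporter; 100% = mean luminescence of untreated control wells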
# ERa coact pot: enhancers of ERα–SRC-1 coactivator binding, primary screen, biochemical, TR-FRET, ERα LBD, low estradiol | TR-FRET ERalpha-LBD/SRC-Cy5 coactivator binding, 2 h; 100 = basal binding, no effect | coactivator binding (% of control), % at 25.6 µM | 86,000 compounds, 1.3% hits; in the data active means activity above about 200%;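 further: binding measured in presence of low estradiol as agonist stimulus; 0% = peptide alone without receptor and 100% = receptor with peptide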
# sEH act: soluble epoxide hydrolase activators, primary screen, biochemical, human sEH | purified human sEH enzymatic activity, activator screen | activation, % at 2 µM | 91,000 compounds, 0.04% hits | AID 717, 2007; in the data active means activation above about 37%; further: values of inactives mirror those of a sister screen read the other way
# Target sequence (P34913 whole entry, looked up): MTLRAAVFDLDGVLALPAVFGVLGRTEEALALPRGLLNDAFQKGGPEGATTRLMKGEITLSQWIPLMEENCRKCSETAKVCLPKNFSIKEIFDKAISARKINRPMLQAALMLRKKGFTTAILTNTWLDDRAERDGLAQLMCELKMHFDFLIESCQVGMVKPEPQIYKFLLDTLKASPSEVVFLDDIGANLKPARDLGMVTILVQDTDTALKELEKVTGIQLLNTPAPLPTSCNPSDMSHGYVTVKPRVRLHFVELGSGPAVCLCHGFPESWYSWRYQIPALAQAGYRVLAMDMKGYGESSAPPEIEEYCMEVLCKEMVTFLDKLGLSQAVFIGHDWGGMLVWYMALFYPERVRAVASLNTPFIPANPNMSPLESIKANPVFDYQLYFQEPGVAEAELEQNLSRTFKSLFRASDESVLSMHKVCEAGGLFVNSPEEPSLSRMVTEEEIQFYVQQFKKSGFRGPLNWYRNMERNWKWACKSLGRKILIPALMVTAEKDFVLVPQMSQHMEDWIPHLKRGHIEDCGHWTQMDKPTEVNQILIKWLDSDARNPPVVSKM
# Smad3 FoxH1 inh: Smad3/FoxH1 peptide binding inhibitors, primary screen, biochemical, TR-FRET; inhibition, % at 25 µM; TR-FRET Smad3/Dy647-FoxH1 peptide binding, europium anti-His; Mothers against decapentaplegic homolog 3 (Homo sapiens), P84022; AID 630, 2007; 88,000 compounds, 0.29% hits;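 active means compounds that reduce the energy-transfer binding signal between the protein and its labelled peptide by more than half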;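 further: 0% = Smad3 plus labelled peptide maximal FRET and 100% = peptide-only background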
# Candida biofilm: clotrimazole potentiators killing Candida biofilms, primary screen, with clotrimazole, Alamar Blue | 85,000 compounds, 0.14% hits | AID 834, 2007 | inhibition, % at 6 µM | C. albicans biofilm + clotrimazole;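 active means inhibition above 20%; inactive means inhibition below 20%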;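 further: preformed 24 hr biofilms exposed to compound for 48 hr; 0% = biofilm without compound and 100% = blank killed by clotrimazole plus chlorhexidine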
# The depositor's hits bear a star; . = not tested or not shown; [ ] = another dose, or the depositor's remark. Not all compounds are listed. The share of hits here may be higher or lower than overall.
1. CCNS(=O)(=O)c1ccc(Br)c(OC)c1
2. COc1ccc(OC)c(C2/C(=C(\O)c3ccc(OC)c(Cl)c3)C(=O)C(=O)N2CCN(C)C)c1 (stereo not drawn)
3. O=C(COc1ccc(-c2nnco2)cc1)N1CCN(S(=O)(=O)c2ccccc2)CC1
4. CCCCOCCCNC(=O)Cc1cccs1
5. CCCCCOc1ccc(C(=O)NC(CCC)C(=O)O)cc1 (stereo not drawn)
6. CCC(=O)Nc1ccc(NC(=O)Cc2ccccc2)cn1
7. Cc1cc(Nc2cccc(F)c2)nc(-c2ccccc2O)n1
8. COc1cccc(/C=N/n2c(=S)n(C)c3cc(C)c(C)cc32)c1OC
Compound,1,2,3,4,5,6,7,8
HUVEC prolif 384,101,94,114,92,95,88,60,94
ERb SRC1 inh,-3,-25,-3,18,-9,-4,11[fluorescence artefact?],-16
ERa coact inh,-6,-24,-6,14,0,1[fluorescence artefact?],12[fluorescence artefact?],-7
Fibroblast inh,98,98,97,97,91,100,77,94
H69AR inhibit,93,79,96,94,95,71,96,80
ERa coact pot,98,103,101,98,109,118,104,104
sEH act,-12,3,.,8,10,16,10,2
Smad3 FoxH1 inh,-12,3,-4,-3,14,-11,2,0
Candida biofilm,5,-2,1,4,8,-4,3,0

9. O=C(O)CCCN=C1CCCc2ccccc2N1
10. N#CC(C(N)=O)=C1CCC2(CC1)OCCCCO2
11. CCc1ccc(CCC(=O)Nc2nnc(C)s2)o1
12. O=c1c2cccnc2[nH]c(=S)n1CCCN1CCN(c2ccccc2F)CC1
13. O=C(COc1ccc(Cl)cc1)NCCCn1ccnc1
14. CCN(C(=O)c1c(C)cc(=O)oc1C)c1ccc2c(c1)OCO2
15. c1ccc2c(CNn3cnnc3)cccc2c1
16. Cc1[nH]nc2ncc(C(=O)c3ccccc3O)cc12
Compound,9,10,11,12,13,14,15,16
HUVEC prolif 384,84,93,88,84,102,90,98,84
ERb SRC1 inh,-6[fluorescence artefact?],8,21,-15[fluorescence artefact?],-6,-6,-10[fluorescence artefact?],0
ERa coact inh,1[fluorescence artefact?],10,-5,4,-12,-2,-35,-2
Fibroblast inh,101,99,102,89,102,95,99,95
H69AR inhibit,93,93,96,98,87,103,107,88
ERa coact pot,113,104,117,84[fluorescence artefact?],117,101,101[fluorescence artefact?],112
sEH act,-4,-14,16,-8,-18,18,0,-8
Smad3 FoxH1 inh,14,4,9,-3,-4,7,2,-8
Candida biofilm,0,3,9,9,2,6,5,8

# Eight entries from above, sorted by molar mass, lowest first.
15. c1ccc2c(CNn3cnnc3)cccc2c1
10. N#CC(C(N)=O)=C1CCC2(CC1)OCCCCO2
11. CCc1ccc(CCC(=O)Nc2nnc(C)s2)o1
1. CCNS(=O)(=O)c1ccc(Br)c(OC)c1
7. Cc1cc(Nc2cccc(F)c2)nc(-c2ccccc2O)n1
5. CCCCCOc1ccc(C(=O)NC(CCC)C(=O)O)cc1 (stereo not drawn)
8. COc1cccc(/C=N/n2c(=S)n(C)c3cc(C)c(C)cc32)c1OC
2. COc1ccc(OC)c(C2/C(=C(\O)c3ccc(OC)c(Cl)c3)C(=O)C(=O)N2CCN(C)C)c1 (stereo not drawn)
Compound,15,10,11,1,7,5,8,2
HUVEC prolif 384,98,93,88,101,60,95,94,94
ERb SRC1 inh,-10[fluorescence artefact?],8,21,-3,11[fluorescence artefact?],-9,-16,-25
ERa coact inh,-35,10,-5,-6,12[fluorescence artefact?],0,-7,-24
Fibroblast inh,99,99,102,98,77,91,94,98
H69AR inhibit,107,93,96,93,96,95,80,79
ERa coact pot,101[fluorescence artefact?],104,117,98,104,109,104,103
sEH act,0,-14,16,-12,10,10,2,3
Smad3 FoxH1 inh,2,4,9,-12,2,14,0,3
Candida biofilm,5,3,9,5,3,8,0,-2

# (listing goes on)
17. O=C(Nc1ccccc1)N1CCN(c2cccc(C(F)(F)F)c2)CC1
18. Cc1ccc(NC(=S)NNC(=S)NCc2ccccc2)cc1
19. O=C(NCc1ccc(F)cc1)C1C2C=CC3(CN(Cc4cccnc4)C(=O)C13)O2 (stereo not drawn)
20. CCOc1cc(-c2nc(-c3ccc(C)nc3OCC)no2)cc(OCC)c1OCC
21. Cc1csc(N(C(=O)c2ccc(S(=O)(=O)N(C)C)cc2)c2ccccc2)n1
22. O=C1c2ccccc2C(=O)N1c1ccc(-c2nc3ccccc3o2)cc1
23. O=c1[nH]c2ccc(S(=O)(=O)NCc3ccccn3)cc2s1
24. CCN1CCN(C(=O)Nc2cccc3ccccc23)CC1
Compound,17,18,19,20,21,22,23,24
HUVEC prolif 384,111,91,102,67,84,91,80,98
ERb SRC1 inh,-2,-9,-1,-11[fluorescence artefact?],3,30,1[fluorescence artefact?],-10
ERa coact inh,-4,-8,-10,-8,3,43,3[fluorescence artefact?],1
Fibroblast inh,94,101,96,76,93,113,96,108
H69AR inhibit,85,89,.,46,80,82,92,95
ERa coact pot,102,96,116,115,96,185[fluorescence artefact?],100,111[fluorescence artefact?]
sEH act,-18,-12,11,4,13,.,.,0
Smad3 FoxH1 inh,-4,-8,7,21[fluorescence artefact?],7,3,-5,2
Candida biofilm,3,8,-3,5,11,-6,5,0

25. CCCc1nnc(SCC(=O)N2CCOCC2)n1Cc1ccco1
26. C=CCn1c(SCC(=O)Nc2ccc3c(c2)OCO3)nnc1-c1ccccc1OC
27. CCOC(=O)NC(CC(=O)O)c1ccc(OC)cc1 (stereo not drawn)
28. Cc1ccccc1N1C(=O)C(Cl)=C(N2CCCCCC2)C1=O
29. O=C(CN1C(=O)CC(c2ccco2)Sc2ccccc21)NCC1CCCO1 (stereo not drawn)
30. COC(=O)c1cc(Cl)c(N)cc1OC
31. O=C(Nc1ccccc1Cl)c1ccccc1Cl
32. Cc1[nH]nc2c1C(c1ccc(Cl)cc1)C(C#N)=C(N)O2 (stereo not drawn)
Compound,25,26,27,28,29,30,31,32
HUVEC prolif 384,104,90,99,97,92,107,85,89
ERb SRC1 inh,-5,-3,-8[fluorescence artefact?],-5,28[fluorescence artefact?],-2,-6,3
ERa coact inh,3[fluorescence artefact?],1,-2,-24,23[fluorescence artefact?],-10,-4,-2
Fibroblast inh,92,98,102,102,109,99,89,104
H69AR inhibit,92,91,92,92,92,103,99,100
ERa coact pot,119[fluorescence artefact?],94,116,77,99,106,102,112[fluorescence artefact?]
sEH act,-9,-6,7,-16,.,.,11,-6
Smad3 FoxH1 inh,13,8,1,12[fluorescence artefact?],2,7,2,5
Candida biofilm,3,2,8,8,4,9,4,5

33. COCCNS(=O)(=O)c1ccc(-c2ccc(S(=O)(=O)NCCOC)cc2)cc1
34. O=S1(=O)CCN2C(c3ccc4c(c3)CCCC4)=CSC2=N1
35. CCOC(=O)c1ccc2c(c1)N(CC(=O)N1CCCC1)C(=O)C(C)(C)O2
36. COCCSc1nc2c(c(=O)[nH]c(=O)n2C)n1Cc1cccc(C)c1
37. O=C(NC1CCCCC1)c1ccc(CN2CCOCC2)cc1
38. CCCN(Cc1ccc(N(CC)CC)cc1)CC1CC1
39. COc1ccc(CCNC(=O)CSc2nc3ccccc3o2)cc1OC
40. CC(C)Cc1nc(C(N)=O)c2[nH]c(=O)n(-c3ccc(F)cc3)c2n1
Compound,33,34,35,36,37,38,39,40
HUVEC prolif 384,110,104,103,88,102,107,86,90
ERb SRC1 inh,-8,-8,-9,-5,2,0,4,-7
ERa coact inh,-2,-6,4,13,9,-1[fluorescence artefact?],9,4
Fibroblast inh,98,104,95,91,107,96,103,91
H69AR inhibit,110,80,81,98,86,92,99,81
ERa coact pot,110,134,113,92,85,116,94,115
sEH act,.,.,5,.,6,8,4,17
Smad3 FoxH1 inh,5,6,0,-2,3,1,-5,3
Candida biofilm,3,5,2,12,5,9,-1,-3

41. COc1ccc(N2CCN(C(=O)c3cc4c(-c5cccc(OC)c5)nn(C)c4s3)CC2)cc1
42. CCc1ccccc1NC(=O)CN1CCC(NC(=O)COC)CC1
43. CCC(C)NS(=O)(=O)c1ccc(S(=O)(=O)N2CCCC3(CCCCC3)C2)cc1 (stereo not drawn)
44. CCOC(=O)c1c(NC(=O)CSc2nnnn2C)sc(C)c1-c1ccc(C)cc1
45. O=C(CSc1nnc(-c2ccccc2)o1)N1CCc2ccccc2C1
46. O=C(Nc1nccs1)c1ccc(Cl)s1
47. COc1cccc(NCc2cc3c(C(C)(C)C)nn(-c4ccccc4)c3[nH]c2=O)c1
48. O=c1c(F)cn(C2CCCO2)c(=O)n1Cc1c(Cl)cccc1Cl (stereo not drawn)
Compound,41,42,43,44,45,46,47,48
HUVEC prolif 384,88,100,101,55,108,105,102,88
ERb SRC1 inh,9,-1,0[fluorescence artefact?],-1,-4,-7,-2,-13
ERa coact inh,4,2,8,-5,1,6,-7,-4
Fibroblast inh,102,105,93,87,104,93,89,91
H69AR inhibit,82,99,93,70,69,95,66,28*
ERa coact pot,93[fluorescence artefact?],115,100,74[fluorescence artefact?],93,95,92,107
sEH act,.,-8,-4,.,-2,.,-11,27
Smad3 FoxH1 inh,1,-5,2,-6,-1,12,4,2
Candida biofilm,3,0,4,-2,.,9,4,0

49. COc1ccc(NC(=O)c2ccc(N(C)S(C)(=O)=O)cc2)cc1OC
50. CN(CCNC(=O)CCNC(=O)Cn1ccc2ccccc2c1=O)Cc1ccccc1
51. CC(=O)N=c1ncn(CC(COC(C)=O)OC(C)=O)c2nc[nH]c12 (stereo not drawn)
52. O=C(Nc1cccc(F)c1)NC1CCCCC1
53. CCCCN1C(=O)NC(NS(=O)(=O)c2ccc(N)cc2)(C(F)(F)F)C1=O (stereo not drawn)
54. Cc1cc(Cl)ccc1OCC(=O)NCCCN1CCOCC1
55. Cc1cc2ccccc2n1CCNC(=O)c1cccs1
56. CCOC(=O)N1CCN(C(=O)CSCC(=O)Nc2nc(-c3cccs3)cs2)CC1
57. C=CCc1cccc2cc(C(=O)O)c(=O)oc12
58. CCOc1ccc(-n2c(Cc3cc(=O)[nH]c(=O)[nH]3)nnc2SCC)cc1
Compound,49,50,51,52,53,54,55,56,57,58
HUVEC prolif 384,102,100,104,91,105,100,88,95,103,100
ERb SRC1 inh,-2,-2,-2,-1[fluorescence artefact?],-6,-6,8[fluorescence artefact?],-21[fluorescence artefact?],2,-2
ERa coact inh,-17,-3[fluorescence artefact?],-7,-7,0,-4,24,-18,-12,-1
Fibroblast inh,103,95,98,84,108,95,95,90,95,108
H69AR inhibit,90,98,100,84,93,98,84,80,110,90
ERa coact pot,102,106,127,117,86,98,87[fluorescence artefact?],97,112,129
sEH act,-9,.,16,-88,8,-4,-12,-1,3,-10
Smad3 FoxH1 inh,6,3,8,6,-10,7,10,4,4,-5
Candida biofilm,-2,-4,8,4,11,7,14,10,5,8
